# A3A deaminase – APOBEC3A ssDNA deaminase inhibitors, primary screen, selectivity assay for APOBEC3G inhibitor project, biochemical, FAM/TAMRA oligo cleavage fluorescence | DNA dC->dU-editing enzyme APOBEC-3A (Homo sapiens), P31941 | recombinant A3A, FAM/TAMRA ssDNA deamination fluorescence | inhibition, % at 20 µM | 330,000 compounds, 0.41% hits;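 active = at least 40% inhibition at 20 µM here, with at most 30% in a related deaminase screen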;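 note: plate controls were A3A with DMSO for no effect and wells lacking A3A enzyme for full effect; some results filed as inactive read as strong as hits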
# Target sequence (P31941 whole entry, looked up): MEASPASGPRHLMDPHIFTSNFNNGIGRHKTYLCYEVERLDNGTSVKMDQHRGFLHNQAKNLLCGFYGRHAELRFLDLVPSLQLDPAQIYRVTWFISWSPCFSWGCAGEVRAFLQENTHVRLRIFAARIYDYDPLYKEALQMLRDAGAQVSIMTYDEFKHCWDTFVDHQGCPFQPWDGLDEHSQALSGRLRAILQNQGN
# mIAP block – inhibitors of mouse IAP, primary screen, biochemical, luminescence, uHTS. purified mouse IAP, CDP-Star luminescence, 30 min. 330,000 compounds, 0.2% hits. inhibition, % at 10 µM. intestinal alkaline phosphatase [Mus musculus];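 active = inhibition of at least 40% at 10 µM in the primary screen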;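 note: plate controls were DMSO with enzyme for no effect and no enzyme wells for full effect; values of inactives mirror those of a sister screen read the other way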
# ATG4B inh – ATG4B protease inhibitors, primary screen, biochemical, fluorescence, uHTS | AID 504462, 2011 | ATG4B cleavage of LC3-PLA2, NBD-HPC fluorescence, 1 h | 340,000 compounds, 0.51% hits | Cysteine protease ATG4B (Homo sapiens), Q9Y4P1 | inhibition, % at 8.33 µM; in the data active = inhibition above about 40%
# Target sequence (Q9Y4P1 whole entry, looked up): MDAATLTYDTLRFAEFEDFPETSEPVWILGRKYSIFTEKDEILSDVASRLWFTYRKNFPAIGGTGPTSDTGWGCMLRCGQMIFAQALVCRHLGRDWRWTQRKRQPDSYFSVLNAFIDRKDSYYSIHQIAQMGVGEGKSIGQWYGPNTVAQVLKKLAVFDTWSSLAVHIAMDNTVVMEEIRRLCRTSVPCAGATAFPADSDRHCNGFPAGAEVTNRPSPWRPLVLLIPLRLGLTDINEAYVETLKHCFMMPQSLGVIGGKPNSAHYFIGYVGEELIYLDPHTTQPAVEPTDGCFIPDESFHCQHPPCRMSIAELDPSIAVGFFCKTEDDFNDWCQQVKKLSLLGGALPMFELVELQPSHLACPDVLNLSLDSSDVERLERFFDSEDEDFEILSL
# hIAP act – human IAP activators, primary screen, biochemical, luminescence, uHTS; AID 2524, 2010; 330,000 compounds, 0.16% hits; purified human IAP, CDP-Star luminescence, 30 min; active compounds read high; 1 = vehicle-only enzyme, 0 = enzyme-free background; activation factor at 10 µM;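 active = activation factor of the enzyme at least 2-fold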; note: the source names both 10 and 20 µM as test concentration; values of inactives mirror those of a sister screen read the other way
# MPTP block – mitochondrial permeability transition pore inhibitors, primary screen, biochemical, isolated mouse mitochondria, absorbance; 360,000 compounds, 1.4% hits; AID 602449, 2012; Ca2+ swelling absorbance, 30 min; inhibition, % at 10 µM;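 active = inhibition of 50% or more, scaled per plate between neutral and stimulator controls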;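 note: 0% = DMSO wells given calcium and 100% = 1 mM EGTA wells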
# mIAP act – activators of mouse IAP, primary screen, biochemical, luminescence, uHTS | 330,000 compounds, 0.24% hits | activation factor at 10 µM | AID 2805, 2010 | intestinal alkaline phosphatase [Mus musculus] | muIAP, CDP-Star luminescence, 30 min; active compounds read high; 1 = vehicle-only enzyme signal, 0 = enzyme-free wells;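 active = activation factor of at least 2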; note: the source names both 10 and 20 µM as test concentration; values of inactives mirror those of a sister screen read the other way
#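 System: Mouse IAP enzyme | Also added: CDP-Star substrate | Dosing: Compounds dispensed in DMSO | Schedule: 30 min enzyme-substrate-compound incubation at room temperature | Technique: Chemiluminescence readout | Control set: DMSO-only wells and no-enzyme negative control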
# hIAP block – human IAP inhibitors, primary screen, biochemical, luminescence, uHTS | purified IAP, CDP-Star luminescence, 30 min | inhibition, % at 10 µM | 330,000 compounds, 0.12% hits | AID 2544, 2010;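 active = inhibition reaching a set limit with compound at 10 µM in the primary screen, cut at about 35% in these data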;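 note: plate controls were DMSO wells with enzyme for no effect and no-enzyme buffer wells for full effect; values of inactives mirror those of a sister screen read the other way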
# beta cell repl – inducers of MIN6 beta-cell proliferation, primary screen, ATP luminescence, uHTS; MIN6 cells proliferation, ATPlite luminescence, 48 h; cells starved in 0.2% serum; 100% = growth in 10% serum; proliferation, % at 10 µM; 330,000 compounds, 0.29% hits; AID 2380, 2010;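 active = compounds whose signal lies at least 3.5 SD above the mean of all wells on their plate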;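 note: 0% = DMSO-treated cells in low-serum medium and 100% = 10% serum control; some compounds called inactive have numbers as strong as hits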
# APOBEC3G inh – APOBEC3G DNA deaminase inhibitors, primary screen, biochemical, fluorescence, single-stranded DNA substrate, uHTS; 330,000 compounds, 0.28% hits; inhibition, % at 20 µM; recombinant A3G, ssDNA deamination FAM/TAMRA fluorescence;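 active = inhibition of at least 40% at 20 µM, with no more than 30% in the related APOBEC3A deaminase screen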;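 note: plate controls were DMSO wells with A3G for no effect and wells lacking A3G enzyme for full effect; some compounds called inactive have numbers as strong as hits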
# Target sequence (Q9HC16 whole entry, looked up): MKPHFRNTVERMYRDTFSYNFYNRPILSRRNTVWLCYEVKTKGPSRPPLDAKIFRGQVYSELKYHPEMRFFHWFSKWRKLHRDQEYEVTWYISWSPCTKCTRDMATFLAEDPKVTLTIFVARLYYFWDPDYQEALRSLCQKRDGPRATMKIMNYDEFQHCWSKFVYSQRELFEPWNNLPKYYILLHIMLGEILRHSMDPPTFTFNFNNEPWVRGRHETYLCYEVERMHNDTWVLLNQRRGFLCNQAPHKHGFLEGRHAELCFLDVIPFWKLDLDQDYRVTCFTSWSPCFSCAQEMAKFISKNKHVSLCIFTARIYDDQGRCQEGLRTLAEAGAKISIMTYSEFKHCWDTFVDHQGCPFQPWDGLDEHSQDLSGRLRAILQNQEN
# * hit, by the source's call.
# Values run as follows: A3A deaminase, mIAP block, ATG4B inh, hIAP act, MPTP block, mIAP act, hIAP block, beta cell repl, APOBEC3G inh
- CCCCNC(=O)COC(=O)CCC(=O)c1cccs1
 : -1, 3, -3, 1, 0.7, 0.97, -3, -2, -8
- Cc1sc2nc(CSCC(=O)Nc3c(F)cccc3F)[nH]c(=O)c2c1C
 : -2, 6, -1, 0.94, -2.8, 0.94, 6, 1, -4
- CCOC(=O)Cn1c(=O)oc2cc(S(=O)(=O)N3CCN(C(=O)OCC)CC3)ccc21
 : -7, 2, 5, 1.1, -0.3, 0.98, -7, -3, -9
- Cc1ccccc1-n1nnnc1SCc1csc(-c2ccccc2)n1
 : 3, 0, 1, 0.88, 0.9, 1, 12, -2, -2
- Cc1ccc(C)c(NC(=O)C[n+]2ccccc2)c1
 : 1, -4, 6, 0.85, 0.3, 1, 14, -2, -1
- COc1ccccc1OCCNc1nc2c(c(=O)n(C)c(=O)n2C)n1C
 : -4, 0, -10, 0.9, 0.0, 1, 10, -1, -3
- CCc1cccc(CC)c1NC(=O)C(CC)Sc1nc2ccncc2[nH]1 (stereo not given)
 : 1, 28, -12, 1.2, -1.4, 0.72, -22, -1, -2
- Cc1c(Cl)cccc1NC(=O)CCN1CCOCC1
 : -6, -1, 0, 1.1, -0.1, 1, -14, 0, -3
- O=C(Oc1ccccc1N1C(=O)C2CCCCC2C1=O)c1ccc(Cl)cc1 (stereo not given)
 : -5, 4, -8, 0.76, 0.5, 0.96, 24, -3, -13
- NCC(c1ccco1)c1c[nH]c2ccccc12 (stereo not given)
 : -8, -1, 6, 0.84, 2.1, 1, 16, -4, -3
- COc1cc(C(C)=O)ccc1OCC(=O)NCC(c1ccc(F)cc1)N1CCOCC1 (stereo not given)
 : -7, 6, -5, 1, -1.3, 0.94, -2, -6, -7
- COc1ccc(NS(=O)(=O)c2ccc(NC(=S)NC(=O)c3cccnc3)cc2)nn1
 : -2, 4, 5, 0.94, -2.4, 0.96, 6, -1, -1
- CN(CC(=O)Nc1ccccc1C(=O)NC1CC1)Cc1ccc(N(C)C)cc1
 : -4, -8, -16, 0.81, -1.4, 1.1, 19, 1, -6
- Cc1cc(C)c(-c2csc(NC(=O)C3=COCCO3)n2)c(C)c1
 : -3, -4, 6, 1, 1.0, 1, -4, -6, -3
- CS(=O)(=O)c1ccc2nc(NC(=O)c3ccc(NS(=O)(=O)c4ccc(F)c(F)c4)cc3)sc2c1
 : 1, 3, -9, 0.95, 5.0, 0.97, 5, 2, -4
- Nc1nonc1-n1nnc(C(=O)N/N=C/c2cccnc2)c1CSc1ccccc1
 : -6, 11, -5, 1.1, 0.9, 0.89, -15, -1, -7
- Cc1oc(-c2ccccc2Cl)nc1CN(Cc1ccccn1)C[C@@H]1CCC(=O)N1
 : 0, 3, -3, 1.2, 1.5, 0.97, -24, -2, -1
- CC(C)(C)c1cc(CCC(=O)NCc2cccnc2)cc(C(C)(C)C)c1O
 : 6, -1, -6, 0.96, 0.8, 1, 4, 8, 8
- CCOC(=O)c1c(CN2CCOCC2)oc2ccc(OC(C)=O)cc12
 : -3, -12, -2, 0.96, -0.7, 1.1, 4, -1, -9
- OCCCNc1ncnc2c1cnn2-c1ccc(Cl)cc1
 : -5, -6, -2, 1.1, 0.1, 1.1, -12, -5, -8
- Cc1cccc(Cn2c(N3CCCCC3C)nc3c2c(=O)[nH]c(=O)n3C)c1 (stereo not given)
 : 1, 0, 12, 0.94, 0.0, 1, 6, 8, 0
- Cc1ccc(NC(=O)Nc2cc(S(=O)(=O)N(C)C)ccc2C)cc1
 : -1, -177, 1, 1.1, 4.8, 2.8*, -10, -3, -4
- Cc1cnc(C(=O)OCc2csc(CC(=O)Nc3ccccc3C)n2)cn1
 : 5, -2, 1, 1.1, 2.0, 1, -7, -4, -2
- CC(=O)N1CCN(CC(=O)Nc2ccc(Cl)c(S(=O)(=O)N(C)C)c2)CC1
 : -3, 2, 8, 0.96, -0.1, 0.98, 4, 0, -3
- COc1ccccc1N1CCN(C(=O)c2ccc([N+](=O)[O-])s2)CC1
 : 2, 14, 4, 0.89, -0.5, 0.86, 11, -1, -2
- CC1CCCN(C(=O)c2sc3cc([N+](=O)[O-])ccc3c2Cl)C1 (stereo not given)
 : -5, 2, 6, 0.97, 0.5, 0.97, 3, 1, -9
- COc1ccc(CCNC(=S)NC(=O)c2cccc([N+](=O)[O-])c2)cc1OC
 : 1, 2, -3, 1, 0.9, 0.98, 0, 0, -8
- O=C(CN(C(=O)CCC(=O)Nc1ccccn1)c1ccc2c(c1)OCCO2)NCCc1ccccc1
 : 2, 4, -2, 1.1, -2.6, 0.96, -7, -2, -2
- Cc1ccc(OCCCC(=O)Nc2nc3ccccc3[nH]2)cc1
 : 2, 11, 7, 1.2, -0.4, 0.89, -23, -1, -5
- Cc1onc(-c2ccccc2Cl)c1C(=O)Nc1ccc2c(c1)OCO2
 : -5, -1, 8, 0.97, -5.3, 1, 3, -4, -7

# Shown bar-delimited: part of the list above.
SMILES | A3A deaminase | mIAP block | ATG4B inh | hIAP act | MPTP block | mIAP act | hIAP block | beta cell repl | APOBEC3G inh
CCCCNC(=O)COC(=O)CCC(=O)c1cccs1 | -1 | 3 | -3 | 1 | 0.7 | 0.97 | -3 | -2 | -8
Cc1sc2nc(CSCC(=O)Nc3c(F)cccc3F)[nH]c(=O)c2c1C | -2 | 6 | -1 | 0.94 | -2.8 | 0.94 | 6 | 1 | -4
CCOC(=O)Cn1c(=O)oc2cc(S(=O)(=O)N3CCN(C(=O)OCC)CC3)ccc21 | -7 | 2 | 5 | 1.1 | -0.3 | 0.98 | -7 | -3 | -9
Cc1ccccc1-n1nnnc1SCc1csc(-c2ccccc2)n1 | 3 | 0 | 1 | 0.88 | 0.9 | 1 | 12 | -2 | -2
Cc1ccc(C)c(NC(=O)C[n+]2ccccc2)c1 | 1 | -4 | 6 | 0.85 | 0.3 | 1 | 14 | -2 | -1
COc1ccccc1OCCNc1nc2c(c(=O)n(C)c(=O)n2C)n1C | -4 | 0 | -10 | 0.9 | 0.0 | 1 | 10 | -1 | -3
CCc1cccc(CC)c1NC(=O)C(CC)Sc1nc2ccncc2[nH]1 (stereo not given) | 1 | 28 | -12 | 1.2 | -1.4 | 0.72 | -22 | -1 | -2
Cc1c(Cl)cccc1NC(=O)CCN1CCOCC1 | -6 | -1 | 0 | 1.1 | -0.1 | 1 | -14 | 0 | -3
O=C(Oc1ccccc1N1C(=O)C2CCCCC2C1=O)c1ccc(Cl)cc1 (stereo not given) | -5 | 4 | -8 | 0.76 | 0.5 | 0.96 | 24 | -3 | -13

# Continued.
# Values run as follows: A3A deaminase, mIAP block, ATG4B inh, hIAP act, MPTP block, mIAP act, hIAP block, beta cell repl, APOBEC3G inh
- Cc1cc(NC(=O)Nc2cccc(C)c2C)no1
 : -4, -8, -1, 1.2, 0.1, 1.1, -21, -3, -6
- Nc1ccc(-c2nc3ncccc3o2)c(Cl)c1
 : -2, 2, -3, 0.88, -0.7, 0.98, 12, -3, -5
- Cc1ccc2sc(N3CCN(C(=O)C4=COCCO4)CC3)nc2c1C
 : 0, 1, 0, 1.1, 1.8, 0.99, -5, -3, -1
- O=C(NC(=S)Nc1cccc([N+](=O)[O-])c1)C1CCCC1
 : -2, 3, -9, 1.1, -1.3, 0.97, -14, -6, -2
- COc1cccc(N=Cc2c(O)c3ccccc3oc2=O)c1
 : -9, -10, 5, 1.1, 1.7, 1.1, -13, 0, 2
- COCCNC(=O)c1cc2c(-c3ccc(Cl)cc3)nn(C)c2s1
 : -2, 2, -10, 0.83, 0.0, 0.98, 17, 5, -5
- O=C(Cc1c[nH]c2ccccc12)NC1(C(=O)NC2CCCCC2)CCCCC1
 : -1, -2, 5, 1.1, 1.1, 1, -7, 0, -2
- CSc1ccc(CCNC(=O)C2CCCN(c3nn4c(=O)cc(C)nc4s3)C2)cc1 (stereo not given)
 : 0, -3, -4, 1.1, -0.5, 1, -12, -2, 5
- O=C(CN1C(=O)NC2(CCCC2)C1=O)N1CCCSC1=Nc1ccccc1
 : -1, 5, -10, 1, 0.3, 0.95, -2, -3, -11
- Cc1noc(C)c1COc1ccc(C(=O)NCC2CCCO2)cc1 (stereo not given)
 : -1, -2, -8, 0.91, -1.8, 1, 9, -1, -1
- Clc1ccc(Nc2ncn[nH]2)c(Cl)c1
 : -2, 5, -8, 1.2, 0.5, 0.95, -19, -1, -1
- CCOC(=O)c1c(C)c(C(=O)Nc2ccc3c(c2)OCO3)c(C)n1C
 : 4, 1, -3, 0.78, -0.3, 0.99, 22, -1, -3
- COc1ccc(CC(=O)NCc2cccs2)cc1
 : 0, -8, -15, 1, -0.7, 1.1, -4, -2, 2
- COc1c(F)c(F)cc2c(=O)c(C(=O)O)cn(C3CC3)c12
 : 12, 3, 2, 1, 0.1, 0.97, -2, -3, -5
- COc1ccc(C[C@H]2CN3C(=NC[C@H]3C)N2CCNC(=O)c2ccc(C)c(Br)c2)cc1
 : -1, 2, -3, 1.1, -2.3, 0.98, -10, -6, -3
- Cc1ccc(-n2c(SCc3ccc([N+](=O)[O-])cc3)nc3ccccc3c2=O)cc1
 : 2, 5, 41*, 0.89, -0.2, 0.95, 12, -3, -3
- Nc1nc(=S)c2ncn([C@@H]3O[C@H](CO)[C@@H](O)[C@H]3O)c2[nH]1
 : -5, -1, -4, 1.1, -2.1, 1, -8, -8, 3
- CC(C)n1nc(C(=O)Nc2cccc(S(=O)(=O)NCc3ccco3)c2)c2ccccc2c1=O
 : 0, 0, -10, 1, 2.4, 1, -4, -2, -4
- O=C(C1CC(=O)N(c2ccc(F)cc2)C1)N1CCN(c2ccccc2)CC1 (stereo not given)
 : 1, 7, -10, 0.95, -1.6, 0.93, 5, 0, -1
- CN(C)S(=O)(=O)c1ccc(C(=O)Nc2nnc(Cc3ccccc3)s2)cc1
 : 0, -10, 4, 0.98, -0.6, 1.1, 2, -3, -3
- O=C(CNC(=O)C12CC3CC(CC(C3)C1)C2)N/N=C\c1ccco1
 : -4, 6, 4, 1, -1.6, 0.94, -4, 4, -5
- Oc1ccc2ccccc2c1-c1sc(Nc2ccccc2)n[n+]1-c1ccc(F)cc1
 : -1, 6, -30, 1, 3.3, 0.94, -1, -9, 13
- C[C@H](O)[C@@H](C(=O)N1CCN(C(=O)OC(C)(C)C)CC1)n1cc(CCCCNC(=O)OC(C)(C)C)nn1
 : -3, -12, -10, 0.8, -0.3, 1.1, 20, -1, -5
- CCOc1ccc(C(=O)N2CCC3(CC2)NCCc2[nH]cnc23)cc1
 : 5, 3, 7, 0.87, -0.6, 0.97, 13, 0, -2
- CC(=O)Nc1ccc(S(=O)(=O)NCC2CCCO2)cc1 (stereo not given)
 : -1, 5, 3, 0.97, 0.8, 0.95, 3, -3, -3
- Nc1ccc(-c2nc3cc(N)ccc3o2)cc1
 : -3, 5, -3, 1.2, -1.1, 0.95, -16, -3, -9
- CCOC(=O)c1c(-c2ccccc2)c2cc(OC)ccc2n1CCCN(C)C
 : -6, 27, -1, 1.3, 3.6, 0.73, -26, -4, -4
- O=C(c1ccc(NS(=O)(=O)c2cccs2)cc1)N1CCCCC1
 : 1, 3, 0, 1.1, 4.5, 0.97, -6, -4, -1
